ADAM10 inh: inhibits human ADAM10. O14672. 0.62% of 370,000 active. inhibition, % at 7 µM. recombinant ADAM10, EDANS/DABCYL FRET peptide cleavage, 3 h;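 active means inhibition above a per-campaign cutoff equal to the mean of compounds falling between control-based bounds plus 3 SD, cut at about 20% in these data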;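 further: 0% = DMSO wells while the 100% control is not disclosed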
PLCg1 inh: PLC-gamma1 (human) inhibition, primary screen; P19174; purified PLC-gamma1, fluorogenic substrate, fluorescence; inhibition, % at 12.2 µM; 0.84% of 370,000 active; AID 720700; in the data active means inhibition above about 9.5%
LEDGF integ inh: blocks HIV-1 LEDGF/p75-dependent DNA integration | TR-FRET IN-LEDGF/p75 DNA integration, Eu/Cy5 | inhibition, % at 3.7 µM | 0.64% of 370,000 active | AID 743269;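 active means inhibition above the screen-wide mean plus 3 SD, cut at about 13% in these data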;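 further: signal is the Cy5 over europium emission ratio at 671 and 618 nm; 0% = plate median of compound wells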
TDP2 absorb: TDP2 (human) inhibition, absorbance primary screen. O95551. recombinant TDP2, T5PNP hydrolysis, p-nitrophenol absorbance 415 nm. inhibition, % at 12.8 µM. 0.34% of 370,000 active. AID 720702;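 active means inhibition above the mean of all tested compounds plus 3 SD, set per campaign, cut at about 25% in these data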;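 further: 0% = DMSO with enzyme and 100% = buffer with substrate but no TDP2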
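Evaluation: % inhibition relative to enzyme-containing and enzyme-free wells. Material: recombinant human TDP2. Benchmarks: enzyme-free and DMSO wells. Timing: enzyme reaction with compound for 2 h at 37 °C. Compound dosing: 12.8 µM only. Measured by: p-Nitrophenol epi absorbance. Reagent: T5PNP substrate at 5 mM, a TopII-DNA adduct mimic. Replication: single well per compound.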
ARFGAP1 inhibitor: inhibits rat ARF GTPase activating protein 1 | Arfgap1-stimulated ARF1 GTP hydrolysis, GDP FP detection | Q62848 | 0.26% of 360,000 active | AID 651572 | inhibition, % at 16.5 µM;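 active means inhibition above a per-plate limit, mean inhibition of low control wells plus 3 SD, cut at about 25% in these data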;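 further: 0% = DMSO wells with enzyme and 100% = wells lacking Arfgap1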
Target sequence (Q62848 1-136 limits assumed): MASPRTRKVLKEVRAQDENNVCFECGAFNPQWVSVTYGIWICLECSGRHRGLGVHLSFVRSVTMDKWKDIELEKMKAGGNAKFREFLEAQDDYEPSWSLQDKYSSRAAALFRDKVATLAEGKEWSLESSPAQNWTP
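Replicates: Single well per compound | Assay system: Truncated rat Arfgap1 GAP domain | Control set: No-Arfgap1 wells (100%) versus DMSO full-reaction wells (0%) | Times: Enzyme reaction 120 min at 25 °C after 20 min preincubation | Reagent: Human ARF1(Δ1-17)-GTP substrate | Measured by: Tracer-displacement fluorescence polarization with EDTA stop, 620/688 nm | Measure: Percent inhibition of Arfgap1-stimulated GTP hydrolysis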
ASAP1 inh: blocks human ASAP1-stimulated Arf1 GTP hydrolysis | 0.19% of 360,000 active | Q9ULH1 | inhibition, % at 16.5 µM | AID 624377 | GDP FP detection; in the data active means inhibition above about 25%;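 further: 0% = vehicle with enzyme and substrate and 100% = no enzyme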
DDE Tn6 FP inh: disrupts Tn6 cyclic peptide binding to fibrin D-Dimer-E complex; inhibition, % at 8.3 µM; 0.21% of 370,000 active; Fibrin DD(E) TRITC-Tn6 fluorescence polarization displacement; P02675;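 active means inhibition above a per-campaign cutoff: mean of compounds within control limits plus 3 SD, cut at about 15% in these data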;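 further: 0% = median of all compound wells on the plate and 100% = blocking peptide control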
Target sequence (P02675 whole entry, looked up): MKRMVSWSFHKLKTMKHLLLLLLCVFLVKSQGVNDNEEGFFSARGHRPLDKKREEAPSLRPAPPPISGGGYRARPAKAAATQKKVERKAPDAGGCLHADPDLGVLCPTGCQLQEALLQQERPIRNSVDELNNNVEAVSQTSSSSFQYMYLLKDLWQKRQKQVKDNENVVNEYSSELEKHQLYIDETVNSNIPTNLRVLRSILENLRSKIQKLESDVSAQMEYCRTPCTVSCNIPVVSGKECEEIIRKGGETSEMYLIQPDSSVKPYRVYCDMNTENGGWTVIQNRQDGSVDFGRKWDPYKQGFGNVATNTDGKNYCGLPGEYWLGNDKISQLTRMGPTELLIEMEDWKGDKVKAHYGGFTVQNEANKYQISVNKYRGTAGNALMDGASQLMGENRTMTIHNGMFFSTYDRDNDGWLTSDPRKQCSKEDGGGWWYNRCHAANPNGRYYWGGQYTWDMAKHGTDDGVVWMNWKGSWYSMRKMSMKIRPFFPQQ
KLK7 zymogen act: activators of human kallikrein-7 zymogen; P49862; purified proKLK7, EDANS-DABCYL substrate fluorescence; 100% is mature enzyme control, 0% vehicle; activation, % at 7 µM; 0.9% of 370,000 active; AID 652039;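 active means activation above the mean of all tested compounds plus 3 SD, computed per campaign excluding outliers beyond control limits, cut at about 13% in these data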
Target sequence (P49862 whole entry, looked up): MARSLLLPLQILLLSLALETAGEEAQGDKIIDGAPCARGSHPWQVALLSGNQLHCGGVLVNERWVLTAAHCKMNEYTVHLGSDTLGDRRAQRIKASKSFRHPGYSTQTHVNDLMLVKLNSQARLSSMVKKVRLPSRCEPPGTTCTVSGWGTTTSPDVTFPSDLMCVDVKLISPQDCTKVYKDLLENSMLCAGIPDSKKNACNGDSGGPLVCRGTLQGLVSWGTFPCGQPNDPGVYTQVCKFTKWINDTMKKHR
Tn7 DDE FP: DD(E)-Tn7 binding inhibition, primary FP screen; P02675; FP displacement of FITC-Tn7 peptide from fibrin DD(E); 0% = median of compound wells per plate; inhibition, % at 8.3 µM; 0.13% of 370,000 active;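 active means inhibition above the mean of compounds falling within the control limits plus 3 SD of them, cut at about 14% in these data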;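 further: 0% = plate median of compound wells and 100% = 10 µM Aha-Tn7 peptide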
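Test system – human fibrin DD(E) · Times – 10 min preincubation, 3 h with tracer, room temperature · Detection – fluorescence polarization of the labelled Tn7 tracer · Measure – percent inhibition normalized to high-control wells · Benchmarks – high control wells with 10 µM unlabelled Aha-Tn7 peptide (full inhibition) · Repeats – singlicate testing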
ADAM17 inh: inhibitors of human ADAM17; AID 720648; recombinant ADAM17, EDANS/DABCYL FRET peptide cleavage; 0.83% of 370,000 active; inhibition, % at 6.95 µM;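 active means inhibition above the mean of compounds lying between control limits plus 3 SD, set per campaign, cut at about 8.5% in these data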;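 further: 0% = DMSO-only wells as the low control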
Active calls of the source: *; i = inactive.

SMILES	ADAM10 inh	PLCg1 inh	LEDGF integ inh	TDP2 absorb	ARFGAP1 inhibitor	ASAP1 inh	DDE Tn6 FP inh	KLK7 zymogen act	Tn7 DDE FP	ADAM17 inh
COc1ccc(OCCOc2ccc(/C=C3\C(=N)N4N=C(C)SC4=NC3=O)cc2)cc1	-67	-4	-2	4	-13	9	1	-0.4	-1	-18
COc1ccc(CCNC(=O)C(=O)NCC2OCCCN2S(=O)(=O)c2cc(C)ccc2C)cc1 (configuration not stated)	-6	0	2	-7	0	4	-5	0.0	0	-2
Cc1cccc(NS(=O)(=O)c2ccc(NC(=O)N3CCCCC3)cc2)c1	-3	5	-1	-17	1	-2	-9	0.4	-1	0
CCOc1cccc(N2C(=O)CC(N3CCC(C(N)=O)(N4CCCCC4)CC3)C2=O)c1 (configuration not stated)	4	7	-3	-12	9	2	-3	-0.9	-7	0
CC1CN(C(=O)/C=C/c2ccc(SC(F)F)cc2)CC(C)O1 (configuration not stated)	1	0	-2	-4	-1	1	3	0.0	-2	2
CC(C)(C)OC(=O)C1C(=O)CC(C)(O)C(C(=O)OC(C)(C)C)C1c1ccco1 (configuration not stated)	-8	-1	0	1	-2	-3	10	-0.5	1	-1
CC(OC(=O)CCN=C1NS(=O)(=O)c2ccccc21)C(=O)NCc1ccccc1 (configuration not stated)	1	-7	2	-7	8	-4	7	0.0	-7	1
Cc1ccc(S(=O)(=O)NCCCC(=O)C=[N+]=[N-])cc1	1	5	-1	4	2	-6	4	0.5	-5	-5
CCOC(=O)c1cccc(NC(=O)c2ccc(NC(=O)c3ccco3)cc2)c1	1	0	1	10	8	13	-3	0.8	3	0
COc1ccc(C(c2oc(CO)cc(=O)c2O)c2oc(CO)cc(=O)c2O)cc1OC	1	1	4	-4	27*	6	-2	0.4	-3	-2
c1ccc(-c2ccc(OCCN3CCOCC3)cc2)cc1	0	1	2	21	-4	2	3	0.3	3	0
COc1ccc(/C=N\NC(=O)c2sc(N)nc2C)cc1OC	-1	-42	-1	2	2	2	1	-0.1	-4	-2
COc1ccc(S(=O)(=O)N2CCCCC2)cc1NC(=O)CCc1cc(OC)c(OC)c(OC)c1	0	1	2	-1	-3	-1	-2	0.3	0	1
Cc1ccc(Oc2ncccc2/C=N/O)cc1	-5	-1	5	13	-5	-4	1	0.0	4	-4
[O-]c1c[n+](-c2ccc(-[n+]3cc([O-])on3)cc2)no1	-8	-3	2	4	4	-3	3	0.1	0	-3
O=C(/C=C/c1ccco1)NCC1OCCc2ccccc21 (configuration not stated)	-2	-5	7	15	-2	12	4	0.4	-5	1
CCOC(=O)C1=C(C)C(c2ccccc2OC)NC(=O)N1 (configuration not stated)	-10	1	0	-7	8	16	-9	-0.3	4	-3
Cn1c(N)c(C#N)c(C#N)c1-c1ccccc1	-2	-10	1	-8	9	-3	-1	-0.3	-2	-3
COc1ccc(C(=O)NCC(=O)OCC(=O)Nc2cc(OC)ccc2OC)cc1	0	0	6	3	7	5	-1	-0.5	1	-1
O=C(Nc1ccncc1)c1cccc(S(=O)(=O)N2CCN(c3ccc(F)cc3)CC2)c1	8	0	-1	0	-3	3	-10	-0.2	3	4
CCOc1c2ccc(C(=O)NCC34CC5CC(CC(C5)C3)C4)cc2nn1CC	i	-235	-2	10	-5	-11	-2	-19	6	-174
CCC1COCCS(=O)(=O)N1Cc1ccccc1C (configuration not stated)	-4	-1	-1	-1	0	-4	4	-0.5	-5	-7
CN(C)/C=C(\C#N)C(=O)Nc1ccc(O)cc1F	-6	0	-1	3	0	0	-3	0.3	7	-4
Cc1ccc(C(=O)CNc2ccc(F)cc2)cc1	1	0	3	7	9	-19	-2	-0.8	-2	-2
Cc1ccc(C(=O)NCC(=O)NCC(c2ccco2)N2CCCCC2)cc1C (configuration not stated)	-4	4	2	3	6	10	6	0.2	-7	0
COc1cc(/C=N/NC(=O)CCn2c3ccccc3c3ccccc32)ccc1O	6	-4	1	8	9	3	0	-1.6	4	1
COCc1ccc(C(=O)Nc2cccc(S(=O)(=O)N(C)c3ccccc3)c2)cc1	7	1	-3	-6	9	16	-2	0.8	11	3
Cc1ccc(-c2nn(CCC(=O)Nc3cccnc3)c(=O)c3ccccc23)cc1	9	2	-3	-7	1	-1	0	-0.9	3	-7
CCCCCCC/C(C)=N/NC(=O)CC(=O)NCCc1ccccc1	-10	-4	-1	-7	-6	9	-3	-0.1	2	-3
N#CCSc1ncccc1-c1nc2ccccc2[nH]1	-17	-18	-1	8	6	-6	-4	-0.8	-4	-6
CCC(C)[C@@H](N)C(=O)N/N=C/c1ccc2ncccc2c1 (some centres not stated)	-6	2	-1	-2	5	5	2	0.3	0	-3
O=C(Nc1c(-c2ccccc2)nc2c(Br)cc(Br)cn12)c1ccco1	-2	7	2	-18	2	-14	2	-0.4	-1	5
O=C(O)c1cccc(S(=O)(=O)N2CCSCC2)c1	-3	-3	2	-6	4	-4	-3	-0.1	-1	-3
Cc1noc(C)c1COC(=O)c1cnc(Cl)c(Cl)c1	-8	-1	-7	-9	2	-10	-3	-0.2	1	-7
COc1ccc2c(c1)c(C(=O)CN1CCc3ccccc3C1)c(C)n2C	0	-4	-5	-6	16	-2	0	-0.2	-9	-3
OCCCNc1c2ccccc2nc2ccccc12	i	-156	8	-15	-8	2	0	-5.4	-4	-311
COC(=O)C[C@H]1C=C[C@H](NC(=O)Nc2ccccc2)[C@@H](CO)O1	-25	2	1	-8	6	3	-3	-0.1	-6	-2
Cc1ccccc1Nc1nc(N)nc(COC(=O)c2ccc(O)cc2)n1	4	-2	-1	8	-6	1	-1	-0.1	-1	-1
CCCNC(=O)C1(C)CCN(Cc2ccc(-c3ccccn3)cc2)C1 (configuration not stated)	-11	-1	-1	3	10	-7	-7	0.1	-2	4
Cc1ccc(NC(=S)NCc2ccc(F)cc2)c(C)c1	-10	4	2	5	1	16	0	-0.3	6	-1
COc1ccccc1NC(=O)CN1C(=O)COc2ccc(S(=O)(=O)N3CCC(C)CC3)cc21	-1	-1	2	10	-7	0	-10	0.5	0	-3
N/C(=N\OC(=O)c1ccoc1)c1ccc(Br)cc1	2	2	0	-4	3	-8	-6	0.6	-5	0
CCCCCCn1cnc2c(c1=O)c1nc3ccccc3nc1n2Cc1cccs1	-6	0	-3	4	-10	1	-11	-0.2	0	-6
Cc1nc(N2CCN(C(=O)CCC(=O)O)CC2)c2c(C)c(C)sc2n1	-3	-5	1	7	17	0	-1	0.5	-6	-5
O=S(=O)(Nc1ccccn1)c1cccc(S(=O)(=O)c2ccc(Cl)cc2)c1	1	0	3	4	-7	5	-1	0.1	-8	0
NC(=O)c1cccc(S(=O)(=O)N2CC(c3ccccc3)CC2=O)c1 (configuration not stated)	-4	2	2	-6	-3	-5	4	-0.6	7	3
COc1ccc(S(=O)(=O)N(CC(=O)Nc2ccccc2C(=O)N2CCOCC2)c2ccc(F)cc2)cc1	1	2	3	-17	1	-1	-5	0.3	2	-2
O=C(Nc1cc(S(=O)(=O)N2CCOCC2)ccc1OCC(F)(F)F)C1=COCCO1	-8	4	-3	9	9	-7	-7	0.4	-1	-4
CC1(C)N=C(c2cccs2)C(C)(C)N1O	7	2	-2	1	-3	1	3	0.0	0	-3
COc1ccc(-n2ncc3c2CC(C)(C)CC3NC(=O)c2ocnc2C)cc1 (configuration not stated)	-6	2	2	0	10	-6	-2	0.2	-4	6
CCN1CCN(c2ccc(S(=O)(=O)N3CCCCC3)cc2NC(=O)COc2ccc(F)cc2Cl)CC1	6	4	3	-16	-4	5	-3	0.1	1	5
C/C(=N/NC(=O)c1cc(C2CC2)[nH]n1)c1cccs1	1	5	2	-5	-12	0	-1	0.2	-5	0
COc1ccc(S(=O)(=O)N2CC(=O)Nc3ccccc32)cc1F	0	-3	-4	5	4	11	-10	2.4	0	-6
O=C(Nc1nc(-c2ccc3c(c2)OCO3)cs1)C1COc2ccccc2O1 (configuration not stated)	12	-3	1	-7	11	-4	-3	0.1	-1	6
COc1ccc2cc3cc(C(=O)Nc4cc(OC)c(OC)c(OC)c4)oc3nc2c1	-24	-71	-1	-3	-4	11	-3	-84	5	-10
COc1cc(C(=O)NCc2ccc(S(N)(=O)=O)cc2)ccc1OCC(=O)N1CCOCC1	1	1	-2	0	-18	-10	4	-0.2	2	-1
CC(C)Cn1ccc(=O)n(CC(C)C)c1=O	-1	-1	-4	-6	-5	9	1	-0.3	2	-2
CCC(C)Cn1c(S(=O)(=O)O)nc2ccccc21 (configuration not stated)	-4	0	1	2	-3	13	5	0.6	-1	0
COc1ccc(C(=O)Nc2ccccc2C(=O)Nc2cccnc2)cc1	-8	-5	-1	-7	4	-2	-11	-0.1	-8	-3
O=C(O)C1C2C=CC3(CN(Cc4ccco4)C(=O)C13)O2 (configuration not stated)	-4	1	2	-3	19	-5	3	0.0	-9	2

Sorted by count of non-hydrogen atoms (high to low): four of the compounds above.
SMILES	ADAM10 inh	PLCg1 inh	LEDGF integ inh	TDP2 absorb	ARFGAP1 inhibitor	ASAP1 inh	DDE Tn6 FP inh	KLK7 zymogen act	Tn7 DDE FP	ADAM17 inh
COc1ccc(S(=O)(=O)N(CC(=O)Nc2ccccc2C(=O)N2CCOCC2)c2ccc(F)cc2)cc1	1	2	3	-17	1	-1	-5	0.3	2	-2
COc1ccc2cc3cc(C(=O)Nc4cc(OC)c(OC)c(OC)c4)oc3nc2c1	-24	-71	-1	-3	-4	11	-3	-84	5	-10
COc1ccc(S(=O)(=O)N2CC(=O)Nc3ccccc32)cc1F	0	-3	-4	5	4	11	-10	2.4	0	-6
C/C(=N/NC(=O)c1cc(C2CC2)[nH]n1)c1cccs1	1	5	2	-5	-12	0	-1	0.2	-5	0

Continued:
SMILES	ADAM10 inh	PLCg1 inh	LEDGF integ inh	TDP2 absorb	ARFGAP1 inhibitor	ASAP1 inh	DDE Tn6 FP inh	KLK7 zymogen act	Tn7 DDE FP	ADAM17 inh
CNc1cc(-c2cccc(C(=O)N3CCOCC3)c2)ncn1	-57	-4	3	-18	5	4	1	0.1	0	-20
O=C1Cc2ccccc2C(=O)N1CCc1ccccc1	3	5	5	-4	13	33*	-3	-0.1	5	1
CC(=O)C1=CCC(c2ccccc2)N(Cc2ccccc2)C1 (configuration not stated)	-8	-2	1	7	-3	4	-4	0.0	-5	-2
COc1ccc(CNC(=O)/C=C/[C@H]2O[C@@H](n3ccc(=O)[nH]c3=O)[C@H](O)[C@@H]2O)cc1	-18	0	2	7	3	6	4	-0.9	1	-7
Cc1ccc([N+](=O)[O-])cc1S(=O)(=O)Nc1ccc(N2CCOCC2)cc1	-3	3	-4	8	8	-2	-3	0.5	2	-1
